ABHD4 inh – inhibits mouse alpha/beta hydrolase domain 4 | purified mABHD4, FP-Rh probe fluorescence polarization | inhibition, % at 8.92 µM | actives 0.54% (n = 370,000) | Q8VD66;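 active means inhibition exceeding the mean over every tested compound plus 3 SD, cut at about 30% in these data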;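 further: 0% = plate median of compound wells and 100% = S159A mutant with DMSO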
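Assay system: Wild-type mouse ABHD4 protein | Medium: HEPES pH 7.0 buffer, 150 mM NaCl, 0.01% Pluronic F-127 | Incubation: Enzyme–compound pre-incubation 45 min, then probe 60 min, both 25 °C | Technique: Fluorescence polarization with parallel and perpendicular emission, 525/598 nm | Evaluation: % inhibition of FP-Rh probe binding versus controls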
HTRA1 inh – blocks human HTRA1 serine peptidase | Q92743 | AID 504803 | actives 0.5% (n = 340,000) | recombinant HTRA1, FP-rhodamine activity-based probe, fluorescence polarization | inhibition, % at 5.96 µM; in the data active means inhibition above about 36%;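 further: 0% = enzyme with DMSO and 100% = wells lacking enzyme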
NPR1 activator – GC-A (human) enzyme activation. HEK293 GC-A cells, cGMP TR-FRET, EC30 ANP; 0% at EC30 ANP, 100% saturating ANP. P16066. actives 0.14% (n = 370,000). activation, % at 10 µM; in the data active means activation above about 40%
Target sequence (P16066 whole entry, looked up): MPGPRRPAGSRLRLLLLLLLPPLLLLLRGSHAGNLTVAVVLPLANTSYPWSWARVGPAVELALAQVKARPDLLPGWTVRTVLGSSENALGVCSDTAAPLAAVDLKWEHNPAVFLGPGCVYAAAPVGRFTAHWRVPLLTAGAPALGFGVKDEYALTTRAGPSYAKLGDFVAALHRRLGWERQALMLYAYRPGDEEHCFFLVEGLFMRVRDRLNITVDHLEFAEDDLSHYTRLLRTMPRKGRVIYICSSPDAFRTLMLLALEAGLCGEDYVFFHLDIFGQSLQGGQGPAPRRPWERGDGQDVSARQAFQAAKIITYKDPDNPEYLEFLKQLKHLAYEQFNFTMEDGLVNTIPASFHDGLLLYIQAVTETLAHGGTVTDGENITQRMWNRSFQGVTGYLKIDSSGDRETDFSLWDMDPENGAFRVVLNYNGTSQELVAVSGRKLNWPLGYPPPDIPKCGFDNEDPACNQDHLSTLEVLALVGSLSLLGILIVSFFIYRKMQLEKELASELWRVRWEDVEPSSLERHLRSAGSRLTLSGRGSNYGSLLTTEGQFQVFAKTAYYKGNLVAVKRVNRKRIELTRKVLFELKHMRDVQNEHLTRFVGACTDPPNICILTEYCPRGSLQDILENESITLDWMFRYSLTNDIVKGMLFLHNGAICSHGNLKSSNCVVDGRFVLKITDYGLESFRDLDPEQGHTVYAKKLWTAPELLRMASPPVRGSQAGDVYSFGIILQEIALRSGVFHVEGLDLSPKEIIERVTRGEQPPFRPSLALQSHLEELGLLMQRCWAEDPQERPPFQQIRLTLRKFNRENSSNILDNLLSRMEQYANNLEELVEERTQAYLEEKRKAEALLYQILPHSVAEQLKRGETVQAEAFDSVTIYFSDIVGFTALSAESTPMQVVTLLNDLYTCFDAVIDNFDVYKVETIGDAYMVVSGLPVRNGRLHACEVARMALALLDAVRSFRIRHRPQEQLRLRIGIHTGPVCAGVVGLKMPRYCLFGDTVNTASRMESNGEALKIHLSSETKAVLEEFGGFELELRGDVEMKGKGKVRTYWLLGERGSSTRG
rCAG binder – binds r(CAG) RNA repeats. actives 1.3% (n = 370,000). inhibition, % at 3 µM. r(CAG) RNA repeat, TO-PRO-1 dye displacement fluorescence;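 active means inhibition above the plate cutoff, the mean of all test compounds on that plate plus 3 SD, cut at about 35% in these data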;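 further: 0% = DMSO alone and 100% = 100 µM mitoxantrone as full dye displacement; higher means more dye released from RNA so lower well fluorescence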
ASAP1 inh – blocks human ASAP1-stimulated Arf1 GTP hydrolysis | Q9ULH1 | GDP FP detection | inhibition, % at 16.5 µM | actives 0.19% (n = 360,000); in the data active means inhibition above about 25%;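 further: 0% = vehicle with enzyme and substrate and 100% = no enzyme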
NR1D1 modulator – Rev-erb alpha (human) modulation; Rev-erbα–FITC-DNA binding, fluorescence polarization, 90 min; activity, % at 10 µM; actives 0.79% (n = 370,000); AID 1259318;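 active means activity above about 14%, limit read from the data; passing the limit was not always enough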;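 further: 0% = DMSO wells with 35 nM protein and 100% = DMSO wells with 750 nM protein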
NPR2 activator – GC-B (human) receptor activation; P20594; HEK293-GC-B cells, CNP EC30, cGMP TR-FRET; 0% at EC30 CNP, 100% saturating CNP; activation, % at 10 µM; actives 0.11% (n = 370,000);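 active means activation at 10 µM reaching about 35% in either raw or pattern-adjusted values, limit read from the data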
ARFGAP1 inh – inhibits rat ARF GTPase activating protein 1. Arfgap1-stimulated ARF1 GTP hydrolysis, GDP FP detection. AID 651572. actives 0.26% (n = 360,000). inhibition, % at 16.5 µM. Q62848;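 active means inhibition above a per-plate limit, mean inhibition of low control wells plus 3 SD, cut at about 25% in these data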;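 further: 0% = DMSO wells with enzyme and 100% = wells lacking Arfgap1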
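Material: rat Arfgap1 catalytic domain, aa 1-136; also added: human ARF1(Δ1-17)-GTP substrate; compound dosing: one concentration, 16.5 µM, DMSO 1.26%; incubation: GTP hydrolysis reaction 2 h at 25 °C; measured by: Tracer-displacement fluorescence polarization with EDTA stop, 620/688 nm; evaluation: % inhibition from polarization; repeats: one replicate per compound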
PG9 binder – small molecules binding HIV-1 gp120 antibody PG9 | TR-FRET gp120-PG9 antibody binding | inhibition, % at 6.7 µM | actives 0.43% (n = 360,000); in the data active means inhibition above about 8.5%
SMARCA2 activ – activators of SMARCA2 function. MG213 cells, MMTV-luciferase reporter, dexamethasone, overnight. activation, % at 9.1 µM. actives 1% (n = 370,000); in the data active means activation above about 7.8%;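 further: 0% = vehicle wells and 100% = reference activator wells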
Starred values were filed as active, the others as inactive.

1: Cc1cc(NC(=O)C(C)Oc2ccccc2)no1 (centres undefined)
2: CC1CCN(CC2C(=O)O[C@@H]3C[C@@]4(C)CCC[C@H](C)C4=C[C@H]23)CC(C)(C)C1 (some centres undefined)
3: O=C(CN1C(=O)c2cccc3cccc(c23)C1=O)NCCN1CCOCC1
4: CCCN1CC=C2C(C#N)=C(N)C(C#N)(C#N)C(c3cccc(OC)c3OC)C2C1 (centres undefined)
5: Cc1ccccc1Nc1nc(N)nc(CN(C)Cc2ccccc2Cl)n1
6: CC[C@H](C)[C@H]1CNC(=O)C(=O)N1CC1CCN(CCc2ccccc2)CC1
7: CC(C)(C)NC(=O)[C@H]1CC[C@H]2[C@@H]3CC[C@H]4NC(=O)C=C[C@]4(C)[C@H]3CC[C@]12C
8: CC1(C)CC(NC(=S)Nc2ccc(S(N)(=O)=O)cc2)CC(C)(C)N1

entry no.	1	2	3	4	5	6	7	8
ABHD4 inh	2	2	-3	11	5	6	-1	0
HTRA1 inh	-2	-3	2	-1	-1	6	7	1
NPR1 activator	-2	1	3	-5	-2	-1	0	-1
rCAG binder	-2	-6	-1	-20	-8	6	-3	2
ASAP1 inh	-1	-2	5	-1	5	-11	-2	3
NR1D1 modulator	3	1	-3	2	3	0	-3	10
NPR2 activator	1	-2	0	-3	5	2	-1	5
ARFGAP1 inh	-8	0	-1	-9	13	-7	4	5
PG9 binder	-0.1	2.7	3.9	-0.2	-0.6	0.6	-0.8	0.2
SMARCA2 activ	-3	-2	-2	0	4	0	1	-1

9: COc1ccc(CCNC(=O)C(C)Sc2ccccc2)cc1OC (centres undefined)
10: COc1ccc(CNc2oc(COc3ccccc3Cl)nc2C#N)cc1
11: CCCN1CCC(NC(=O)Cc2cccc(C)c2)CC1
12: CCn1cc(CN2CCCC(C(=O)Nc3cccc(-c4cc5ccccc5[nH]4)c3)C2)c(C)n1 (centres undefined)
13: CCN(CC)S(=O)(=O)c1ccc(C(=O)OCC(=O)NC2CCCC2)cc1
14: CC1CN(C(=S)SCC(=O)c2ccc([N+](=O)[O-])cc2)CC(C)O1 (centres undefined)
15: O=C(NCc1ccccc1)C12CC3CC(CC(Br)(C3)C1)C2
16: c1ccc2[nH]c(SCc3ccc(-c4nnco4)cc3)nc2c1

entry no.	9	10	11	12	13	14	15	16
ABHD4 inh	-13	-16	5	21	-1	5	5	-3
HTRA1 inh	-2	-24	2	-1	-1	-4	-3	-7
NPR1 activator	-2	4	0	-4	1	6	-1	1
rCAG binder	1	5	-1	5	-8	-2	-2	2
ASAP1 inh	-4	6	-7	8	-5	10	-5	3
NR1D1 modulator	12	4	0	2	3	-5	0	-1
NPR2 activator	9	3	4	4	-5	0	1	0
ARFGAP1 inh	-10	4	-3	0	14	12	4	10
PG9 binder	-1.7	0.3	0.0	-0.7	0.2	-2.2	2.7	-0.5
SMARCA2 activ	0	-2	2	-3	1	-5	-4	7

17: CC(C)C(C(=O)O)N1CCS(=O)(=O)CC1 (centres undefined)
18: O=C(NCc1nnc(SCC(=O)N2CCc3ccccc32)o1)c1ccco1
19: Cc1ccc(CNC(=O)C2=CCN(S(=O)(=O)c3ccc(C)cc3)CC2)cc1
20: Cc1ccc(N2CCN(C(=O)c3cc(-c4ccc(F)cc4)[nH]c3C)CC2C)cc1 (centres undefined)
21: COc1ccccc1C1CN=NC12CCCc1ccccc1C2=O (centres undefined)
22: CC(C)c1cccc(C2=CC(=O)C[C@H](c3ccc4c(c3)OCO4)C2)c1
23: COc1ccc(S(=O)(=O)N2CCOCC2)cc1NC(=O)Cc1cccs1
24: Cc1cc(C)c2c(N)c(C(=O)Nc3ccc(C)c(C)c3)sc2n1

entry no.	17	18	19	20	21	22	23	24
ABHD4 inh	1	-2	-1	0	-3	0	3	2
HTRA1 inh	4	-3	-17	-6	-19	-35	1	-1
NPR1 activator	-3	-1	-2	-5	-3	5	0	-44
rCAG binder	-3	-1	3	-4	-3	0	3	8
ASAP1 inh	2	-2	2	-9	-4	-7	-15	18
NR1D1 modulator	-2	1	0	-1	0	3	-9	0
NPR2 activator	-1	-3	5	4	-7	5	3	5
ARFGAP1 inh	2	4	9	4	4	11	0	4
PG9 binder	1.6	-1.1	-2.2	-2.4	-1.9	-1.3	0.9	0.4
SMARCA2 activ	-1	0	0	-1	-1	-1	-3	3

25: CC(C)(C)c1ccc(C(=O)N/C(=C\c2cccs2)C(=O)N2CCOCC2)cc1
26: C#CCN(C[C@H]1[C@H](OC(=O)Nc2cccs2)[C@H](OC(=O)Nc2cccs2)C[C@H]2C(=O)N(c3ccccc3)C(=O)[C@@H]12)S(=O)(=O)c1ccc(C)cc1
27: O=C(O)CN1C(=O)/C(=C2\C(=O)N(Cc3ccccc3Cl)c3ccccc32)SC1=S
28: CCn1cc(Br)c(C(=O)Nc2ccccc2C(=O)OC)n1
29: N#Cc1cc2c(nc1SCC(=O)N1CCOCC1)CCCCC2
30: COc1ccc(/C=N/NC(=O)C(O)(c2ccccc2)c2ccccc2)cc1OC
31: O=C(c1ccccn1)C1CCCN(Cc2cn[nH]c2-c2cc3ccccc3o2)C1 (centres undefined)
32: O=C(Nc1ccc(Cl)cc1)c1ccc2snnc2c1

entry no.	25	26	27	28	29	30	31	32
ABHD4 inh	1	-25	14	-6	5	2	-1	-19
HTRA1 inh	6	-44	2	-8	-3	-8	-4	-23
NPR1 activator	0	-4	8	-24	3	4	-11	-3
rCAG binder	0	26	13	-1	-7	-1	-7	5
ASAP1 inh	-2	5	-2	-4	-1	-2	-1	2
NR1D1 modulator	-3	-2	-5	-1	-3	-2	6	7
NPR2 activator	-1	0	0	-30	-4	6	-8	-5
ARFGAP1 inh	-12	3	3	-5	-10	11	15	-6
PG9 binder	-0.5	1.1	-0.8	-3.5	-0.1	-0.5	-1.5	-2.2
SMARCA2 activ	-2	-4	-1	2	-5	-2	0	3

33: CCN(Cc1ccccc1)C(=O)C1CCN(Cc2ccc(SC)cc2)CC1
34: O=C(COC(=O)c1cncc(Br)c1)Nc1ccc2c(c1)OCO2
35: Cc1cc(=O)oc2cc(OCC(=O)N3CCOCC3)c(Cl)cc12
36: COc1ccc(CN2CCNC(=O)C2CC(=O)NC2CCCCCCC2)cc1C (centres undefined)
37: O=C(NNS(=O)(=O)c1ccc(Br)cc1)C1CCCCC1
38: CC(=O)N1C(c2ccccc2)CC(=O)OC1c1ccc2c(c1)OCO2 (centres undefined)
39: COc1ccc(F)cc1S(=O)(=O)NC1CC(C)(C)NC(C)(C)C1
40: O=C(Cc1ccc(NC2=NC3CS(=O)(=O)CC3S2)cc1)Nc1ccc(F)cc1 (centres undefined)

entry no.	33	34	35	36	37	38	39	40
ABHD4 inh	7	13	6	0	-7	-6	-1	7
HTRA1 inh	-7	2	-3	-13	3	3	-3	-1
NPR1 activator	-7	2	2	-5	-7	3	2	-3
rCAG binder	-12	4	2	1	0	0	2	3
ASAP1 inh	-6	-2	-4	-12	-9	-6	-2	0
NR1D1 modulator	-6	1	-4	1	0	1	-9	-6
NPR2 activator	-6	-2	-3	-2	-5	-5	0	-2
ARFGAP1 inh	3	-3	9	1	1	6	17	5
PG9 binder	-1.3	-1.4	3.9	-0.5	-3.8	-2.9	-0.3	-0.3
SMARCA2 activ	1	1	-1	0	-5	-1	1	5

An excerpt of these results, as a markdown table.
| item | Structure | ABHD4 inh | HTRA1 inh | NPR1 activator | rCAG binder | ASAP1 inh | NR1D1 modulator | NPR2 activator | ARFGAP1 inh | PG9 binder | SMARCA2 activ |
| --- | --- | --- | --- | --- | --- | --- | --- | --- | --- | --- | --- |
| 29 | N#Cc1cc2c(nc1SCC(=O)N1CCOCC1)CCCCC2 | 5 | -3 | 3 | -7 | -1 | -3 | -4 | -10 | -0.1 | -5 |
| 30 | COc1ccc(/C=N/NC(=O)C(O)(c2ccccc2)c2ccccc2)cc1OC | 2 | -8 | 4 | -1 | -2 | -2 | 6 | 11 | -0.5 | -2 |
| 31 | O=C(c1ccccn1)C1CCCN(Cc2cn[nH]c2-c2cc3ccccc3o2)C1 (centres undefined) | -1 | -4 | -11 | -7 | -1 | 6 | -8 | 15 | -1.5 | 0 |
| 32 | O=C(Nc1ccc(Cl)cc1)c1ccc2snnc2c1 | -19 | -23 | -3 | 5 | 2 | 7 | -5 | -6 | -2.2 | 3 |
| 33 | CCN(Cc1ccccc1)C(=O)C1CCN(Cc2ccc(SC)cc2)CC1 | 7 | -7 | -7 | -12 | -6 | -6 | -6 | 3 | -1.3 | 1 |
| 34 | O=C(COC(=O)c1cncc(Br)c1)Nc1ccc2c(c1)OCO2 | 13 | 2 | 2 | 4 | -2 | 1 | -2 | -3 | -1.4 | 1 |
| 35 | Cc1cc(=O)oc2cc(OCC(=O)N3CCOCC3)c(Cl)cc12 | 6 | -3 | 2 | 2 | -4 | -4 | -3 | 9 | 3.9 | -1 |
| 36 | COc1ccc(CN2CCNC(=O)C2CC(=O)NC2CCCCCCC2)cc1C (centres undefined) | 0 | -13 | -5 | 1 | -12 | 1 | -2 | 1 | -0.5 | 0 |
| 37 | O=C(NNS(=O)(=O)c1ccc(Br)cc1)C1CCCCC1 | -7 | 3 | -7 | 0 | -9 | 0 | -5 | 1 | -3.8 | -5 |

Continued.
41: COc1cccc(/C=N/NC(=O)C(=O)N2CCCCCC2)c1OC
42: CCC(OC(=O)c1cc2sccc2n1C)C(=O)NCC1CCCO1 (centres undefined)
43: O=c1c(Cl)c(N2CCN(S(=O)(=O)c3ccc(F)cc3)CC2)cnn1-c1cccc(Cl)c1
44: CN(Cc1cccnc1)C(=O)CCCc1c[nH]c2ccccc12
45: CCC1(c2ccccc2)NC(=O)N(CC(=O)NC2(C#N)CCCCC2)C1=O (centres undefined)
46: O=C(OCc1nc2ccc(Cl)cc2n1CCO)c1ccc(O)cc1
47: COc1cccc(CNS(=O)(=O)/C=C/c2ccc(OC)c(OC)c2)c1
48: Cc1cc(C)n(CC(O)Cn2c(C)c(C)c3ccccc32)n1 (centres undefined)

entry no.	41	42	43	44	45	46	47	48
ABHD4 inh	0	5	-5	-8	-2	7	4	1
HTRA1 inh	2	2	6	-1	5	-1	-1	-8
NPR1 activator	1	-1	-3	-2	-2	3	-3	-5
rCAG binder	-7	-2	0	5	-5	2	-1	-6
ASAP1 inh	5	-6	24	2	-14	7	-7	12
NR1D1 modulator	3	-3	28*	5	-3	-2	6	-1
NPR2 activator	0	0	-3	2	1	1	-1	-10
ARFGAP1 inh	4	3	-12	1	8	9	4	12
PG9 binder	-1.0	-1.7	-0.2	-0.5	-1.3	-0.7	-1.4	-1.8
SMARCA2 activ	0	0	-3	-2	-1	2	3	1

49: CC(C)(C)NC(=O)NC(=O)CN1CCN(c2ncc(C(F)(F)F)cc2Cl)CC1
50: CC(C)C1C(=O)N(Cc2cn(Cc3ccco3)nn2)CCS(=O)(=O)N1Cc1ccc(-c2ccc(Cl)cc2)cc1 (centres undefined)
51: COc1cccc(NC(=O)CCNC(=O)N2CC(=O)Nc3ccccc32)c1
52: CCOC(=O)N1CCN(C(=O)c2cnn3c(C(F)F)cc(-c4ccc(C)cc4)nc23)CC1

entry no.	49	50	51	52
ABHD4 inh	0	-23	5	6
HTRA1 inh	12	-55	-2	5
NPR1 activator	-1	-5	1	1
rCAG binder	-4	12	-2	0
ASAP1 inh	-11	-2	-5	-8
NR1D1 modulator	0	-3	2	-4
NPR2 activator	-2	-2	-3	-1
ARFGAP1 inh	-9	7	4	-4
PG9 binder	-0.6	-2.3	-1.4	0.9
SMARCA2 activ	-1	-7	0	1

Bioassay records deposited in PubChem BioAssay by several laboratories.
